# Bioassay records (PubChem)
# LMNA splice mod = qHTS Assay for Modulators of Lamin A Splicing | HeLa LMNA splicing GFP/RFP minigene ratio, 48 h | 0.01% of 200,000 active | Potency, µM (doses to about 46.1 µM), inactives show top-dose ratio change, negative = inhibition, hits mostly inhibitors | AID 1487, 2009; active = well fitted inhibition curve with a large enough effect in the signal ratio, with a control signal flat, not every such curve was filed as active; inconclusive = small, poorly fitted or top-dose-only effect, or effect the other way, or a change in a side signal; the % refers to the signal ratio; also: potency is read from the fitted curve at half-maximal effect; % is scaled to controls: 0 for no effect and ±100 for the full control effect
#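 Read-out is the ratio of GFP to DsRed2 object intensity, acquired by 488 nm laser-scanning cytometry on HeLa lamin A-EGFP minigene reporter cells. Compound incubation 48 hrs at 37 °C in Opti-MEM with 2% FBS; DMSO 0.5% final.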
# HTT aggregate = qHTS Multiplex Assay to Identify Dual Action Probes in a Cell Model of Huntington: Aggregate Formation (GFP); Potency, µM (titrated, usually from 46.1 µM), without a hit: at the highest dose activity change, negative = inhibition, actives largely listed as inhibitors; PC12 HttQ103-GFP aggregates, Acumen cytometry, 40 h; 1.1% of 220,000 active; also: potency is read from the fitted curve at half-maximal effect; % is scaled to controls: 0 for no effect and ±100 for the full control effect; nearly all actives have a fitted effect of over 60% in size
#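 Multiplexed with ATP-based cell death, this channel scores GFP aggregates in PC12 cells expressing inducible HTTex1-Q103-GFP. Induction used 100 nM tebufenozide; compounds were tested in concentration series.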
# CBFb RUNX1 block = qHTS Assay for Compounds Blocking the Interaction Between CBF-beta and RUNX1 for the Treatment of Acute Myeloid Leukemia | AID 1477, 2009 | AlphaScreen CBFb-His/RUNX1-biotin binding, biochemical | Potency, µM (series often up to 59.8 µM), inactives show at the top dose activity, negative = inhibition, usual class: inhibitors | 230,000 tested, under 10 active | Runt-related transcription factor 1 (Homo sapiens) + Core-binding factor subunit beta …; also: % of control where 0% means no effect
# Target sequence (Q01196 whole entry, looked up): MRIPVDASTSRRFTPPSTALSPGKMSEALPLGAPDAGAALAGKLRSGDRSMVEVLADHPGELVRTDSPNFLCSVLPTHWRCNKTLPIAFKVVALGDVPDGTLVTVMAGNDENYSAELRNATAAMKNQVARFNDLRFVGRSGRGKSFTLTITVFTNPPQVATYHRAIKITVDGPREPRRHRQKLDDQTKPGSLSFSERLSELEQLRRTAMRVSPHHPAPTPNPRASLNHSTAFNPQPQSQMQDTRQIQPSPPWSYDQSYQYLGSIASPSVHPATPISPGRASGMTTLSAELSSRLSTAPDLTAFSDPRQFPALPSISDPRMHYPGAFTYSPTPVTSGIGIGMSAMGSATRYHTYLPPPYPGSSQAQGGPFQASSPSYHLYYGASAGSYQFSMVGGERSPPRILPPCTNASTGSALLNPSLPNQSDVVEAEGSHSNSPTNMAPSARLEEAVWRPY
# Target sequence (Q13951 whole entry, looked up): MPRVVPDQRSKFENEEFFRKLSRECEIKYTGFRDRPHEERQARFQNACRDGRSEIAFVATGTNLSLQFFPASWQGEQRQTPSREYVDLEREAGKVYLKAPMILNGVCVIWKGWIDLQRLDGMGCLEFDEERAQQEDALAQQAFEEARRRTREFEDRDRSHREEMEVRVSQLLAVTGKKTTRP
#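 Compounds were screened at multiple concentrations against a preformed CBF-beta(His)/RUNX1(biotin) complex (30 nM of each) for 15 min at room temperature, followed by 90 min with nickel and streptavidin beads and AlphaScreen reading.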
# IMPase Li cell = qHTS Assay for Identifying the Cell-Membrane Permeable IMPase Inhibitors: Potentiation with Lithium; CHO-M1 cells, IP1 TR-FRET (IP-One), carbachol + lithium; Potency, µM (doses to about 59.4 µM), for the others: at the highest dose activity, negative = IMPase inhibition, usual class: inhibitors; 0.35% of 210,000 active; AID 1457, 2008;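 also: IP1 builds up when IMPase is blocked and the TR-FRET signal falls; potency is read from the fitted curve at half-maximal effect; plate controls were basal vehicle for no effect and high inhibitor control for full effect; nearly all actives have a fitted effect of over 50% in size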
#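 Steps: plate 2000 CHO-M1 cells per well and culture 16–30 h; add compound and lithium; incubate 30 min, 37C; add d2-IP1 tracer and Eu cryptate anti-IP1 antibody in lysis buffer; read after 10 min at room temperature.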
# HTT ATP protect = qHTS Multiplex Assay to Identify Dual Action Probes in a Cell Model of Huntington: Cytoprotection (ATP); PC12 HTT-Q103 induced, cytoprotection, ATP luminescence, 40 h; 0.14% of 230,000 active; Potency, µM (highest dose often 56.4 µM), inactives show cytoprotection (ATP increase), actives largely listed as activators; AID 1471, 2008;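 also: potency is read from the fitted curve at half-maximal effect; % of control where 0% means no effect; nearly all actives have a fitted effect of over 45% in size; toxic huntingtin expression switched on by the ecdysone agonist tebufenozide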
#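 PC12 cells stably carrying ecdysone-inducible Htt exon 1 (Q103)–GFP were induced with 100 nM tebufenozide (final) alongside library compounds in a dose series. Cytoprotection was scored as retained ATP by ATPlite luminescence.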
# KinaseGlo FLuc = Counterscreen for Luciferase (Kinase-Glo TM) Inhibition; 0.28% of 200,000 active; Kinase-Glo luciferase, ATP luminescence, 8 min; Potency, µM (top dose mostly 38.3 µM), for inactives: top-dose activity change, negative = inhibition, actives largely listed as inhibitors; AID 1379, 2008; also: potency is read from the fitted curve at half-maximal effect; % is scaled to controls: 0 for no effect and ±100 for the full control effect; nearly all actives have a fitted effect of over 60% in size
#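 Light output from Kinase-Glo luciferase with luciferin and 10 uM ATP in 50 mM imidazole pH 7.2, KCl, MgCl2, Tween 20, BSA; compound pin-delivered, 8-min ambient incubation, then luminescence read.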
# SMN2 splice enh = qHTS Assay for Enhancers of SMN2 Splice Variant Expression; 2.8% of 210,000 active; AID 1458, 2008; HEK293 SMN2-luciferase splicing reporter, luminescence, 30-36 h; Potency, µM (doses to about 46.1 µM), without a hit: at the highest dose activity change, positive = activation, actives largely listed as activators; also: potency is read from the fitted curve at half-maximal effect; % of control where 0% means no effect; nearly all actives have a fitted effect of over 55% in size
#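 HEK293 cells carry an SMN2 minigene-luciferase reporter in which exon 7 inclusion puts luciferase in frame. Cells were seeded at 2000 cells/well, attached for 10-12 hours, then exposed to compounds for 30-36 hours at 37C before ONE-Glo luminescence.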
# Starred values were filed as active, the others as inactive; ? = inconclusive; / = no result given; [ ] = remark or other dose. Unless noted, calls follow the shape of the dose curve; as a rule, active = well fitted curve in the direction sought with a large enough effect; inconclusive = small, poorly fitted or top-dose-only effect, or another doubt; inactive = no such curve, though single readings can be large; an effect the other way counts as inactive or inconclusive.
no.	canonical_smiles	HTT ATP protect	KinaseGlo FLuc	LMNA splice mod	CBFb RUNX1 block	HTT aggregate	SMN2 splice enh	IMPase Li cell
1	C=CCOc1nc(-c2ccccc2Cl)nc2ccccc12	6.8%[10 µM]	/	/	26.9%	-7.9%[9.22 µM]	/	/
2	OCC1(Cc2ccccc2)CCCN(C2CCCC2)C1 (stereo not given)	2.9%[10 µM]	-0.7%	0.6%[46 µM]	5.4%	-22.3%[9.22 µM]	/	12.5%
3	Cc1ccc(S(=O)(=O)/N=C(/Nc2ccc3[nH]c(=O)[nH]c3c2)c2ccccc2)cc1	-22.6%[10 µM]	0.2%	/	-5.6%	-5.3%[9.22 µM]	/	1.6%
4	O=S(=O)(c1ccccc1)N1CCC2(CC1)CN(c1ccncc1)C2	-47.0%[inhibitor]	-4.6%	/	/	/	-24.1%	17.3%
5	O=c1cc2c(nn1Cc1ccc(Cl)cc1Cl)-c1ccccc1CC2	3.2%	-0.7%	?	2.1%	?	-31.7%[inhibitor]	19.5%[38.3 µM]
6	CC(=O)Nc1ccc(C(=O)OCCC(C)C)cc1	12.7%	-3.2%	5.8%	4.8%	-30.2%	27.5%	17.0%[38.3 µM]
7	Brc1ccc(-c2nc3ncccn3c2Nc2ccc3c(c2)OCCO3)o1	0.3%	-0.7%	-0.9%	-21.1%	7.7%	-10.5%	29.5%[38.3 µM]
8	COC(=O)c1cc2ccsc2n1Cc1cc(=O)n2ccccc2n1	3.8%	-1.1%	-8.8%	12.7%	17.8%	9.3%	8.6%[38.3 µM]
9	CCOc1ccc(NC(=O)N2CCC(c3nc4ccccc4[nH]3)CC2)cc1	4.3%	-1.6%	15.4%[46 µM]	17.3%	12.5%	5.0%	1.9%
10	COC(=O)/C=C/C(=O)NCc1ccco1	-0.2%	/	8.1%	6.2%	29.1%	/	/
11	O=C(CCS(=O)(=O)Cc1ccccc1)NCc1ccco1	0.6%[10 µM]	-2.2%	-1.9%	11.8%	0.9%	-1.9%	22.7%[38.3 µM]
12	COc1cc(/C=C(\C#N)c2nc3ccccc3s2)ccc1OCC(=O)Nc1ccccc1	/	3.0%	-5.6%	-3.1%	?	-22.3%	?
13	COc1c(O)c(O)cc2c1oc1c3cc(C)ccc3oc(=O)c21	-40.8%[inhibitor]	-2.1%	/	?	/	-9.0%	-1.1%
14	C=C(C)C1CC=C(C)/C(=N/NC(=O)CCCNc2cccc(C)c2)C1 (stereo not given)	0.3%[10 µM]	-2.1%	5.3%[46 µM]	-11.7%	-3.9%[9.22 µM]	-26.4%	11.3%
15	O=C(COC(=O)c1n[nH]c(=O)c2ccccc12)c1ccc(Br)cc1	3.0%[10 µM]	-3.4%	17.9%[46 µM]	-4.4%	7.3%[9.22 µM]	/	-12.6%
16	COc1ccc(/C(O)=C2\C(=O)C(=O)N(c3cc(C)on3)C2c2ccc(OC)c(OC)c2)cc1OC (stereo not given)	-0.4%	-2.6%	10.3%	-2.3%	9.2%	9.2%	-19.2%[38.3 µM]
17	Cc1ccc2c(c1)N(CC(=O)N1CCc3ccccc3C1)C(=O)CO2	-14.4%[10 µM]	14.4%	3.3%	7.9%	3.5%	28.4%	-9.0%[38.3 µM]
18	COc1ccc2c(c1)CCCC21SC(NC(C)=O)=NN1C(C)=O (stereo not given)	11.4%	2.6%	?	1.8%	14.4%	16.7%	1.0%
19	COc1ccc(N(C(=O)C(C)C)S(=O)(=O)c2cccc([N+](=O)[O-])c2)cc1	-31.0%[1.9 µM]	1.1%	?	-8.0%	14.4%[9.22 µM]	-11.8%	12.8%
20	O=C(NCc1ccccc1)c1ccc(N2C(=O)C3CCCCC3C2=O)cc1 (stereo not given)	31.5%[10 µM]	0.7%	-2.4%	-1.2%	23.2%	-12.5%	-0.8%
21	O=C(NC1CC2CCCC(C1)N2CC(=O)N1CCCc2ccccc21)C1CCCCC1 (stereo not given)	-9.0%[10 µM]	3.1%	-13.9%	2.1%	3.4%	3.3%	21.7%
22	O=C(NCc1ccc(N2CCCC2=O)cc1)c1cccc(Cl)c1	21.2%[10 µM]	1.0%	?	-3.7%	-6.2%	-12.4%	13.6%
23	Cc1cc(C)nc(Sc2ccc(/C=C(\C#N)C(N)=O)o2)n1	/	9.5%	11.0%	7.1%	-6.7%	22.0%	-0.4%
24	O=C1N/C(=C/c2ccc(N3CCCC3)cc2)C(=O)N1c1ccccc1	/	-0.3%	3.3%	5.3%	?	27.0%	-10.7%
25	O=C(O)C1SCCN1S(=O)(=O)c1ccc2ccccc2c1 (stereo not given)	-12.2%[10 µM]	0.6%	-4.1%	-1.8%	0.5%	7.9%	1.4%
26	OCCNc1ncnc2c1sc1nc(N3CCOCC3)c3c(c12)CCC3	14.9%	-2.9%	?	?	?	-8.3%	15.1%
27	Fc1ccc(-c2nc3ccccn3c2NCc2ccc3c(c2)OCO3)cc1	-19.6%	-2.3%	-5.4%[46 µM]	-10.5%	13.1%	12.6%	-9.7%
28	CC(C)Cn1c(-c2ccccc2F)n[nH]c1=S	4.6%	1.6%	0.2%	7.2%	10.9%	-3.0%	2.8%[38.3 µM]
29	CC1(C)CC(=O)C(C(=S)Nc2ccccc2)=C(NC2CC(C)(C)NC(C)(C)C2)C1	25.7%	-1.4%	?	7.7%	6.7%	-2.1%	2.5%
30	Cc1cc(-c2cc(C(=O)NCc3ccccc3)on2)nc(NC2CCCC2)n1	9.6%[10 µM]	/	/	12.1%	-27.5%[9.22 µM]	/	/
31	Cc1ccc(NC(=S)NNC(=O)c2cccc([N+](=O)[O-])c2)cc1Cl	13.4%[10 µM]	/	/	-24.5%	-18.1%[9.22 µM]	/	/
32	Cc1ccc(P(=O)(OCCN2CCOCC2)C(C)(C)C)o1 (stereo not given)	-20.7%[0.074 µM]	/	0.8%	5.7%	8.3%	/	/
33	COC(=O)N/N=C/c1ccc(-c2ccc(Cl)c(Cl)c2)o1	-10.0%[10 µM]	4.9%	-0.5%	-5.7%	-1.8%	-14.3%	6.7%
34	O=C(NCCn1cccc1)c1cccc2ccccc12	-19.2%[0.074 µM]	-2.6%	13.5%	2.2%	28.4%	-8.3%	-5.2%[38.3 µM]
35	Cc1cc(C)nc(SCC(=O)Nc2ncc(Cc3ccc(Cl)c(Cl)c3)s2)n1	/	3.2%	0.2%	-5.8%	-6.7%	-39.0%[inhibitor]	6.2%
36	COC(=O)CN(n1cnnc1)S(=O)(=O)c1ccc(C)cc1	-14.4%[0.074 µM]	3.0%	2.9%	2.8%	10.1%	13.4%	25.6%[38.3 µM]

# Full records as entered above. Order of screens: HTT ATP protect, KinaseGlo FLuc, LMNA splice mod, CBFb RUNX1 block, HTT aggregate, SMN2 splice enh, IMPase Li cell
# O=C(O)C1SCCN1S(=O)(=O)c1ccc2ccccc2c1 (stereo not given) across the screens: -12.2%[10 µM], 0.6%, -4.1%, -1.8%, 0.5%, 7.9%, 1.4%
# Cc1cc(C)nc(SCC(=O)Nc2ncc(Cc3ccc(Cl)c(Cl)c3)s2)n1 across the screens: /, 3.2%, 0.2%, -5.8%, -6.7%, -39.0%[inhibitor], 6.2%
# COC(=O)N/N=C/c1ccc(-c2ccc(Cl)c(Cl)c2)o1 across the screens: -10.0%[10 µM], 4.9%, -0.5%, -5.7%, -1.8%, -14.3%, 6.7%
# Cc1ccc(P(=O)(OCCN2CCOCC2)C(C)(C)C)o1 (stereo not given) across the screens: -20.7%[0.074 µM], /, 0.8%, 5.7%, 8.3%, /, /
# OCCNc1ncnc2c1sc1nc(N3CCOCC3)c3c(c12)CCC3 across the screens: 14.9%, -2.9%, ?, ?, ?, -8.3%, 15.1%

# Going on with the list:
no.	canonical_smiles	HTT ATP protect	KinaseGlo FLuc	LMNA splice mod	CBFb RUNX1 block	HTT aggregate	SMN2 splice enh	IMPase Li cell
37	Clc1ccc(SCNc2ccccc2Cl)cc1	-13.0%[10 µM]	/	/	11.1%	1.3%[9.22 µM]	/	/
38	Cn1cc(C(=O)N/N=C/c2ccc3c(c2)OCO3)c2ccccc21	-30.0%[10 µM]	/	/	3.4%	-3.9%[9.22 µM]	/	/
39	Cc1c(Br)cc(C(=O)NCCCN2CCOCC2)c(C)c1C	-2.2%	-1.4%	-10.3%	1.4%	3.4%	/	19.4%[38.3 µM]
40	Cc1c(N=Nc2ccc(N(C)C)cc2)c(=O)n(-c2ccccc2)n1C	-1.5%[10 µM]	0.2%	/	-2.8%	12.6%[9.22 µM]	10µM*	38.9%[activator]
41	O=[N+]([O-])c1ccccc1OCCCN1CCOCC1	5.3%	-0.8%	-4.7%[0.0737 µM]	3.5%	3.5%	-4.5%	5.1%[38.3 µM]
42	CCN(CC)CCNC(=O)Cc1c(C(=O)O)n(C)c2ccccc12	-1.7%	-0.9%	7.2%	-1.4%	3.0%	-5.2%	-15.0%[38.3 µM]
43	COc1ccc(-n2c(C)n[nH]c2=O)cc1OC	4.3%	1.1%	0.4%	3.0%	1.5%	0.1%	-7.7%[38.3 µM]
44	O=C(NCCc1ccccc1)Nc1ccc(Cl)cc1	-0.7%[10 µM]	2.0%	-13.6%	5.3%	2.1%	11.2µM*	-2.9%
45	O=c1[nH]c(SCCOc2ccccc2F)nc2ccccc12	3.4%[10 µM]	1.0%	2.9%[46 µM]	1.8%	-19.3%[9.22 µM]	/	2.1%
46	CC1(C)Cc2cccc(OCC(=O)N3CCN(c4ccccc4)CC3)c2O1	9.9%[10 µM]	2.3%	-19.6%	9.0%	-20.0%	17.3%	6.1%
47	Cc1ccc(Nc2nnc(SCC(=O)NC3CCS(=O)(=O)C3)s2)c(C)c1 (stereo not given)	14.6%[10 µM]	3.0%	-10.7%[46 µM]	-10.5%	-14.6%	9.2%	6.2%
48	CCOC(=O)N1CCN(C(=O)c2ccc(CS(=O)(=O)c3c(Cl)cccc3Cl)o2)CC1	/	0.9%	-10.6%	?	0.0009µM*	7.2%	18.8%[38.3 µM]
